High-throughput results: PubChem, National Center for Advancing Translational Sciences (NCATS)
Tb PFK inh – T. brucei PFK enzyme inhibition; Potency, µM (titrated, usually from 57.5 µM), without a hit: at the top dose activity, negative = inhibition, usual class: inhibitors; 0.17% of 330,000 active; T. brucei PFK, ADP-Glo luminescence;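 note: potency is the fitted concentration of half-maximal effect; 0% = uninhibited 1x PFK enzyme wells and -100% = no-enzyme wells; nearly all actives have a fitted effect of over 60% in size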
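PFK 1.25 nM, F6P 0.5 mM, ATP 0.1 mM, 0.1 M TEA pH 8.0, 5 mM MgCl2, 0.01% Tween20, 0.1% BSA; 45 min RT. ADP-Glo readout. qHTS titration up to 57 uM; curves fitted, compounds curve-classed.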
KCNH2 3.1 block – KCNH2 3.1 (human) potassium channel inhibition; U2OS KCNH2 3.1, thallium flux FluxOr; stronger effect = lower value; activity change, % (tested at about 1.8 µM); 0.95% of 340,000 active;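 active = maximum activity change below -70%; inconclusive = maximum activity change from -70% to -50%; inactive = maximum activity change above -50%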;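 note: thallium influx rate constant from kinetic fluorescence after stimulation buffer; % is set by controls: 0 for no effect and ±100 for the full control effect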
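FluxOr-based Tl+ influx in U2OS cells transduced with KCNH2 3.1 virus; rate constants normalized to DMSO controls.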
Gal4-VP16 FLuc – Gal4-VP16 reporter inhibition counter-screen | Potency, µM (top dose mostly 53.6 µM), for inactives: at the highest dose activity, negative = inhibition, hits mostly inhibitors | Drosophila S2 Gal4-VP16 UAS-luciferase, luminescence, 20 h | AID 2546 | 3.5% of 310,000 active;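 note: Gal4-VP16 expression switched on by copper sulfate through the metallothionein promoter; potency is the fitted concentration of half-maximal effect; % is set by controls: 0 for no effect and ±100 for the full control effect; nearly all actives have a fitted effect of over 50% in size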
NPC1 prom act – activators of NPC1 promoter; Huh7 NPC1 promoter luciferase reporter, 24 h; Potency, µM (highest dose often 9.22 µM), for inactives: at the top dose activation, hits mostly activators; 2.4% of 320,000 active;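 note: potency is the fitted concentration of half-maximal effect; % of control where 0% means no effect; nearly all actives have a fitted effect of over 60% in size; reporter is driven by a mutant NPC1 promoter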
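Compounds in DMSO were transferred onto Huh7 NPC1-luciferase reporter cells pre-incubated 2 h; after 24 h at 37 °C, Amplite reagent was dispensed and luminescence recorded 10 min later.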
FLuc counter – firefly luciferase modulation, counter-screen for miR-21 project; purified FLuc, Km substrates, luminescence inhibition; Potency, µM (titrated, usually from 57.5 µM), for the others: at the highest dose activity change, negative = inhibition, usual class: inhibitors; AID 588342; P08659; 6.9% of 360,000 active;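 note: potency is the fitted concentration of half-maximal effect; plate controls were vehicle for no effect and reference inhibitor for full effect; nearly all actives have a fitted effect of over 55% in size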
Target sequence (P08659 whole entry, looked up): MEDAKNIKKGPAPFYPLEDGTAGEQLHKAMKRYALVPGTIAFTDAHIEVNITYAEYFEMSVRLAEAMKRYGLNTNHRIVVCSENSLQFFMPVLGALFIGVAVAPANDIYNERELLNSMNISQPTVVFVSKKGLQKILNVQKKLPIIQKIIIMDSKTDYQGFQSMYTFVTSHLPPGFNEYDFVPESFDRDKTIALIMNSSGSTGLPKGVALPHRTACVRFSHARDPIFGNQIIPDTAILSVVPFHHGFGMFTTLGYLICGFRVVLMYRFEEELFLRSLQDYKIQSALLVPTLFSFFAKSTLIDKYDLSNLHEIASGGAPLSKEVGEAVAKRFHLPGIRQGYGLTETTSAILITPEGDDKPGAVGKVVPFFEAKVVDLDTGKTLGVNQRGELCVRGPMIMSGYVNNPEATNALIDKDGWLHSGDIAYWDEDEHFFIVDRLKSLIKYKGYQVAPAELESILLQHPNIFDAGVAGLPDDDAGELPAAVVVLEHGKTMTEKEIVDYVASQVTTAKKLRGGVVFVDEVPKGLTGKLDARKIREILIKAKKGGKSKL
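Biochemical qHTS of compounds, final roughly 60 µM downward over six points, against 10 nM purified firefly luciferase using Km concentrations of substrates (10 uM D-luciferin, 10 uM ATP) in Tris acetate pH 7.5 buffer; luminescence output.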
Coupling enz – coupling enzyme interference in Giardia aldolase counter-screen; coupling enzyme system counterscreen, AmpLite Red fluorescence; activity change, negative = inhibition, % at 58.2 µM, hits read low; 0.67% of 290,000 active; AID 2472; in the data active = activity change below about -30%; note: % is set by controls: 0 for no effect and ±100 for the full control effect
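Final compound at 57.5 uM, incubated 10 min at RT with coupling enzyme reagent (glyceraldehyde-3-phosphate), then 20 min with substrate and AmpLite Red detection. Fluorescence read at 525/598 nm; tests interference with the coupling assay, not aldolase inhibition.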
uPA surface inh – inhibitors of cell surface uPA generation | 0.31% of 330,000 active | cell surface uPA generation assay, qHTS | Potency, µM (top dose mostly 38.3 µM), inactives show at the highest dose activity change, negative = inhibition, most hits filed as inhibitors; active = well fitted inhibition curve with a large enough effect; inconclusive = small, poorly fitted or top-dose-only effect; inactive = no such curve, though single readings can be large or run the other way; tested in mouse RAW 264.7 cells; note: potency is the fitted concentration of half-maximal effect; % is set by controls: 0 for no effect and ±100 for the full control effect; nearly all actives have a fitted effect of over 55% in size
Rab9 prom act – activators of Rab9 promoter; Huh7 Rab9 promoter-luciferase reporter, luminescence, 24 h; Potency, µM (top dose mostly 9.22 µM), for the others: at the highest dose activation, negative = inhibition, actives largely listed as activators; 2.8% of 320,000 active; AID 485297; note: potency is the fitted concentration of half-maximal effect; % of control where 0% means no effect; nearly all actives have a fitted effect of over 60% in size
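Cell-based reporter: Huh7 stable for Rab9 promoter-driven luciferase, plated in reduced-serum medium with 10% FBS at 1500 cells/well, compound-treated 24 h at 37 °C, luminescence read after 10 min reagent.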
RORgamma inh – inhibitors of mouse ROR gamma transcriptional activity; P51450; Drosophila S2 Gal4-RORgamma UAS-luciferase reporter, 20 h; Potency, µM (highest dose often 53.6 µM), for the others: top-dose activity change, negative = inhibition, actives largely listed as inhibitors; 5.4% of 310,000 active; AID 2551; note: potency is the fitted concentration of half-maximal effect; % is set by controls: 0 for no effect and ±100 for the full control effect; nearly all actives have a fitted effect of over 60% in size
Target sequence (P51450 whole entry, looked up, the tested form may be a part): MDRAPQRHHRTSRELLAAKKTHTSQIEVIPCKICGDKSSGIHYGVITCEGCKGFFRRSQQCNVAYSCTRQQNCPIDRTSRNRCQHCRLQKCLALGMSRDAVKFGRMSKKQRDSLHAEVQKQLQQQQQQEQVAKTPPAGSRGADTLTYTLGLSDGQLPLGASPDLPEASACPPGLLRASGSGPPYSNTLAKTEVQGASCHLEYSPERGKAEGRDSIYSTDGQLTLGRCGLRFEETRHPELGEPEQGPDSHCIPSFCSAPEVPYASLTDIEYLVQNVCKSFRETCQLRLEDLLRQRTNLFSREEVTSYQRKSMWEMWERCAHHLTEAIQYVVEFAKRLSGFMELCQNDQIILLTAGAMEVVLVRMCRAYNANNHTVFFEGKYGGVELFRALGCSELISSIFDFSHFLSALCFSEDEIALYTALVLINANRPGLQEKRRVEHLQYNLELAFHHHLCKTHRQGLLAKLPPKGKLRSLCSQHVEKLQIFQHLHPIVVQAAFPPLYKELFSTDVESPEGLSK
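Luciferase reporter read in Schneider cells carrying Gal4-RORγ (mouse) and UAS-Photinus luciferase; cells given compound 1 h before 700 uM copper sulfate induction, then incubated 20 h at ambient temperature.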
ELG1 genotoxic – induces genotoxicity in HEK293T cells with luciferase-tagged ELG1; HEK293T ELG1-luciferase reporter, luminescence, 16 h; Potency, µM (top dose mostly 46 µM), without a hit: top-dose activity change, positive = activation, most hits filed as activators; 1.3% of 330,000 active; note: potency is the fitted concentration of half-maximal effect; % of control where 0% means no effect; nearly all actives have a fitted effect of over 60% in size
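Genotoxicity was scored as increased ELG1-luciferase reporter signal, measured by ONE-Glo luminescence (30 min, room temperature). Compound or vehicle exposure of the HEK293T reporter cells lasted 16 hr at 37°C.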
Giardia kill – Giardia lamblia killing | Giardia lamblia trophozoite viability | activity change, % at 7.66 µM, hits read low | 0.15% of 340,000 active | AID 540267; in the data active = activity change below about -80%; inconclusive = between about -30% and that limit;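 note: parasites exposed to compound for two days anaerobically before the ATP read; % is set by controls: 0 for no effect and ±100 for the full control effect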
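Each well holds 100 Giardia trophozoites and compound. After two days (48 hrs) at 37 deg C in anaerobic conditions, ATP is quantified by luminescence.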
An asterisk follows results filed as active; ? = inconclusive; / = no result given; [ ] = another dose, or the depositor's remark. Unless noted, calls come from the whole dose curve; as a rule, active = well fitted curve in the direction sought with a large enough effect; inconclusive = small, poorly fitted or top-dose-only effect, or another doubt; inactive = no such curve, though single readings can be large; an effect the other way counts as inactive or inconclusive.

1) CCCC(=O)Nc1nn(C)c2nc3ccc(C)cc3cc12
2) CCOc1ccc(-c2c(C(=O)N/N=C/c3cccc(Br)c3)nnn2-c2nonc2N)cc1
3) CC(CC#CCN1CCOCC1)OCCC#N (centres undefined)
4) Cc1c(Cl)cnc(NC(=O)COC(=O)C2CC2)c1Cl
5) CC(O)CNc1nc2sc3c(c2c(=O)n1CCc1ccccc1)CCCCC3 (centres undefined)
6) COc1ccc(C)cc1NC(=O)c1ccccc1N(C)S(=O)(=O)c1ccccc1
7) CCC1Sc2ccc(S(=O)(=O)CCC(=O)NC3CCCCCC3)cc2NC1=O (centres undefined)
8) C/C(=N\NC(=S)NCCc1ccccc1)c1cccs1

assay / entry	1	2	3	4	5	6	7	8
FLuc counter	-2%	0%	3%	/	?	-3%	1%	-17%
ELG1 genotoxic	-4%	?	-4%	1%	3%	-3%	-3%[9.26 µM]	-1%
NPC1 prom act	1%	4%	-2%	/	-1%	1%	-2%	2%
Tb PFK inh	-3%	-4%	-1%	-4%	0%	2%	1%	2%
Coupling enz	-3	/	5	/	-1	0	0	1
RORgamma inh	16%	-29%	0%	/	?	3%	?	4.5µM*
Gal4-VP16 FLuc	-2%	-20%	-4%	/	?	-13%	-12%	1.4µM*
Giardia kill	-1	-5	8	-19	-14	22	6	4
uPA surface inh	5%	8%	7%	16%	-3%	-1%	-3%	-2%
KCNH2 3.1 block	-7	9	6	-2	/	-1	0	10
Rab9 prom act	-2%	-6%	2%	/	0%	0%	-2%	-5%

9) COc1cc(NC(=O)c2c(F)c(F)c(F)c(F)c2F)c(OC)cc1Cl
10) COC(=O)c1c(N2C(=O)[C@H]3[C@@H](C2=O)[C@]2(C(=O)Nc4ccccc42)N2CCC[C@@H]32)sc(C)c1C
11) CC(=O)/C=C/c1ccccc1O
12) Cc1cccc(C)c1NC(=O)CSc1nc(N2CCOCC2)nc(N2CCOCC2)n1
13) CCCCN(C(=O)C1CCCC1)c1c(N)n(CC(C)C)c(=O)[nH]c1=O
14) CCCN(CC(=O)Nc1ccccc1C)C(=O)Cc1coc2cc(C)ccc12
15) COc1ccc(/C=C(\NC(=O)c2cccs2)C(=O)Nc2cccc3ccccc23)cc1OC
16) O=C(c1ccc(Oc2ccccc2)cc1)C1CCCN(C(=O)c2cnccn2)C1 (centres undefined)

assay / entry	9	10	11	12	13	14	15	16
FLuc counter	1%	-2%	-2%	7%	3%	1%	-1%	0%
ELG1 genotoxic	10%	1%	-7%	18%	3%	-5%	-5%	-11%
NPC1 prom act	-7%	1%	-9%	-2%	0%	-1%	2%	2%
Tb PFK inh	0%	-3%	-2%	-5%	-2%	-28%	-2%	-7%
Coupling enz	9	0	2	/	/	/	-1	2
RORgamma inh	21%	?	-34%	-17%	/	17%	29%	16%
Gal4-VP16 FLuc	-1%	-3%	6%	-1%	/	-11%	0%	-3%
Giardia kill	19	/	11	6	-6	-6	15	-9
uPA surface inh	-10%	/	?	-2%	18%	-2%	-26%	-3%
KCNH2 3.1 block	2	/	-6	-3	7	1	0	5
Rab9 prom act	-13%	10%	0%	-2%	-2%	6%	-4%	-7%

Single records, as listed above.
`COc1cc(NC(=O)c2c(F)c(F)c(F)c(F)c2F)c(OC)cc1Cl` as listed: FLuc counter: 1%; ELG1 genotoxic: 10%; NPC1 prom act: -7%; Tb PFK inh: 0%; Coupling enz: 9; RORgamma inh: 21%; Gal4-VP16 FLuc: -1%; Giardia kill: 19; uPA surface inh: -10%; KCNH2 3.1 block: 2; Rab9 prom act: -13%
`CCCN(CC(=O)Nc1ccccc1C)C(=O)Cc1coc2cc(C)ccc12` as listed: FLuc counter: 1%; ELG1 genotoxic: -5%; NPC1 prom act: -1%; Tb PFK inh: -28%; Coupling enz: /; RORgamma inh: 17%; Gal4-VP16 FLuc: -11%; Giardia kill: -6; uPA surface inh: -2%; KCNH2 3.1 block: 1; Rab9 prom act: 6%

More records
17) O=C(CNC(=O)c1cccnc1)N/N=C/c1cccnc1
18) NC(=O)NC(=O)CN1c2cccc3cccc(c23)S1(=O)=O
19) Cc1ccc(S(=O)(=O)N2CCN(C(=O)c3ccc(-n4cncn4)c([N+](=O)[O-])c3)CC2)cc1
20) Cc1ccc(/C=N/n2cnc3sc(C)c(C)c3c2=O)o1
21) COC(=O)C1=C(C)N(CCCC(=O)O)C(=O)NC1c1ccc(C(F)(F)F)cc1 (centres undefined)
22) N#Cc1ccccc1S(=O)(=O)Nc1ccc2c(c1)OCCO2
23) Cc1ccc(-c2nc(N)nc(N)n2)c(C)c1
24) CCOC(=O)N1CCC(NC(=O)c2ccc3c(c2)N=C(C)c2c(C)ccc(C)c2S3)CC1

assay / entry	17	18	19	20	21	22	23	24
FLuc counter	3%	1%	-3%	?	6%	-16%	1%	2%
ELG1 genotoxic	0%	2%	-5%	11%	5%	-3%	4%	8%
NPC1 prom act	-5%	-1%	-4%	8%	-1%	-3%	2%	-23%
Tb PFK inh	7%	1%	-4%	-8%	1%	-4%	-7%	-3%
Coupling enz	2	-5	/	4	2	-1	/	6
RORgamma inh	-2%	-2%	/	4%	-2%	9%	/	?
Gal4-VP16 FLuc	-1%	5%	/	-13%	-6%	-7%	/	0%
Giardia kill	7	-15	1	32[activator]	3	-7	-5	-7
uPA surface inh	-1%	2%	-2%	0%	-2%	1%	-7%	?
KCNH2 3.1 block	2	-16	8	-6	14	-9	-6	1
Rab9 prom act	-12%	2%	-6%	?	0%	10%	1%	-29%

25) COC(=O)c1ccc(S(=O)(=O)N2CCC(C(N)=O)CC2)n1C
26) O=C(CNC(=O)c1ccccc1)OCc1cc(=O)n2cc(Br)ccc2n1
27) O=C(CN1C(=O)c2cccc3cccc(c23)C1=O)N1CCOCC1
28) O=C(Nc1ccc([N+](=O)[O-])cn1)c1ccc(Br)o1
29) COc1cc(-c2noc(C)c2C(=O)NCCc2c[nH]c3ccccc23)cc(OC)c1OC
30) Cc1nc2ccc(NC(=S)NCc3ccccc3)cc2nc1C
31) CCc1sc(C(=O)N2CCCN(C)CC2)cc1Br
32) Cn1cccc1/C=N/NC(=O)C12CC3CC(CC(C3)C1)C2

assay / entry	25	26	27	28	29	30	31	32
FLuc counter	0%	-2%	-6%	-2%	-4%	?	2%	?
ELG1 genotoxic	4%	4%	-5%	7%	10%	10%	2%	-1%
NPC1 prom act	-8%	-3%	0%	11%	3%	18%	-2%	1%
Tb PFK inh	0%	1%	-4%	5%	0%	1%	-3%	2%
Coupling enz	5	6	0	-1	-1	-13	/	1
RORgamma inh	9%	11%	15%	24%	-5%	?	-11%	?
Gal4-VP16 FLuc	-14%	2%	8%[10 µM]	6%	-3%	?	-6%	?
Giardia kill	17	6	-12	-11	-6	-3	-14	10
uPA surface inh	5%	-17%	/	2%	-18%	-3%	-6%	2%
KCNH2 3.1 block	16	-5	7	-3	10	1	7	-1
Rab9 prom act	2%	-1%	-5%	18%	-1%	21%	0%	0%

33) CCCCn1c(N)c(N(CCOC)C(=O)CCNC(=O)c2ccc(Br)cc2)c(=O)[nH]c1=O
34) C=C1c2cc(OC)ccc2NC(=O)N1CC
35) Clc1ccccc1CSc1nnc([C@@H]2CCCN2)o1
36) CCOc1nc2cnccc2n(CC(=O)Nc2ccccc2F)c1=O
37) Cc1nc2ccc(NC(=O)COc3ccccc3F)cc2s1
38) N#Cc1nc(-c2ccco2)oc1N1CCN(Cc2ccccc2)CC1
39) Cn1c(=O)[nH]c(=O)c2c1nc(N1CCCC1)n2CCO
40) Cc1cccc(C(=O)NNC(=O)c2ccc(NS(=O)(=O)c3cccs3)cc2)c1C
41) O=C(N/N=C/c1cc(Br)cs1)c1ccccc1[N+](=O)[O-]
42) COc1ccccc1CCNC(=O)CC1C(=O)NCCN1CCCc1ccccc1 (centres undefined)
43) Cc1ccccc1-n1ncc2c1CC(C)(C)CC2NC(=O)CCN1CCCCC1=O (centres undefined)

assay / entry	33	34	35	36	37	38	39	40	41	42	43
FLuc counter	3%	10%	-1%	-1%	?	-10%	6%	2%	1%	2%	4%
ELG1 genotoxic	1%	13%	5%	4%	?	-1%	0%	-2%	-5%	-3%	6%
NPC1 prom act	0%	-4%	-2%	-3%	26%	2%	-2%	-2%	-9%	0%	-1%
Tb PFK inh	-13%	0%	2%	2%	-22%	-2%	2%	1%	0%	1%	-1%
Coupling enz	/	0	3	/	3	-1	-4	/	-3	-3	/
RORgamma inh	/	11%	24%	15%	3%	42%	12%	/	5.6µM*	-20%	-19%
Gal4-VP16 FLuc	/	0%	-7%	1%	0%	-7%	-1%	/	7.9µM*	-16%	-9%
Giardia kill	0	-12	-18	-1	0	-1	5	-14	-9	28	30
uPA surface inh	17%	-3%	-5%	3%	-3%	2%	8%	15%	-2%	0%	-3%
KCNH2 3.1 block	-15	-21	15	19	-11	-15	5	-10	-9	-7	3
Rab9 prom act	0%	1%	1%	0%	?	?	-2%	-6%	-16%	0%	5%
